# Kir21 block: inhibitors of mouse Kir2.1 inward-rectifier potassium channel; 310,000 compounds, 0.85% hits; P35561; HEK293-Kir2.1, FluxOR thallium flux fluorescence; hits give low values; B-score at 10 µM;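 active means fluorescence ratio B-score at or below minus 3 SD of library scores, with starting-brightness B-score within 2 SD, cut at about -4.2 in these data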;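 further: channel flux triggered by added potassium and thallium sulfate stimulus; B-score of peak minus minimum fluorescence over baseline after thallium stimulus; more negative B-score means stronger Kir2.1 block with less thallium influx; some compounds called inactive have numbers as strong as hits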
# Target sequence (P35561 whole entry, looked up): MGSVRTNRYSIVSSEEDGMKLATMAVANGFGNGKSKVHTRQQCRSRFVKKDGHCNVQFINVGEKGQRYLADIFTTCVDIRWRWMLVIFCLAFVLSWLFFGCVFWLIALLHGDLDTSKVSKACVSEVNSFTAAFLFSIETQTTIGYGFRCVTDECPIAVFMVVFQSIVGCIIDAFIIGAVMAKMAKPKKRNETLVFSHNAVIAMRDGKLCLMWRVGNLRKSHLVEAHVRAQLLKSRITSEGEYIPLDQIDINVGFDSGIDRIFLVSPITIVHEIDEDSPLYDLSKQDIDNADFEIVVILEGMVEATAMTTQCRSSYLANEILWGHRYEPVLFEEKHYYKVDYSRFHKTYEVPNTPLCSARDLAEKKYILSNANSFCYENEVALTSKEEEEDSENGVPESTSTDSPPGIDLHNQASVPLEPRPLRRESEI
# KCNQ2 inh: KCNQ2 potassium channel inhibitors, primary screen, cell-based, CHO-K1, FluxOR thallium flux, B-score (AID 2156); B-score at 10 µM; 20 min; hits give low values; 310,000 compounds, 1.1% hits;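 active means fluorescence ratio B-score at most minus 3 library SDs, with starting brightness B-score within 2 library SDs, cut at about -5.5 in these data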
# Starred values were filed as active, the others as inactive; i = inactive.
# Screens in order – KCNQ2 inh	Kir21 block
COc1ccc(CN2CCN(Cc3ccccc3)CC2)c(OC)c1
  i	-0.83
CCOC(=O)C1=C(C)OC(N)=C(C(=O)OCC)[C@@]12C(=O)N(CC(N)=O)c1ccccc12
  i	-0.74
Cc1c(Oc2cc(NN3CCCCC3)c([N+](=O)[O-])cc2[N+](=O)[O-])cccc1[N+](=O)[O-]
  i	-0.01
Cc1cc(-c2ccccc2)cc(-c2ccccc2)[n+]1CCc1ccccc1
  -5.72*	-6.92*
O=C(c1n[nH]c(=O)c2ccccc12)N1CCC2(CC1)OCCO2
  i	0.32
CC(C)c1onc(C(=O)N2CCC3(CC2)OCCO3)c1[N+](=O)[O-]
  i	-0.04
CC(C)c1ccc(NC(=O)CCNC(=O)N2C[C@H]3C[C@@H](C2)c2cccc(=O)n2C3)cc1
  i	-0.83
COc1ccc(CN2CCCCC2c2cccnc2)cc1C (stereo not drawn)
  i	1.55
Cc1cc(C)cc(N2C(=O)NC(=O)/C(=C\c3cc(C)n(C)c3C)C2=O)c1
  i	-0.85
COc1ccccc1OC(=O)c1ccc(C)c(S(=O)(=O)N2CCOCC2)c1
  i	-0.71
O=c1c2ccccc2[nH]c(=S)n1-c1ccc2c(c1)OCO2
  i	1.47
CCCC1=C(C(=O)OCC)C2(C(=O)Nc3ccccc32)C(C#N)=C(N)O1 (stereo not drawn)
  i	1.07
CC(C)Oc1cccc(C(=O)C2CCCN(Cc3ccon3)C2)c1 (stereo not drawn)
  i	0.05
O=c1[nH]c(=O)n(CCc2ccccc2)c(O)c1C=NCc1ccc2c(c1)OCO2
  i	-0.79
CC(C)(C)c1ccc(C(=O)C2CCCN(C3CCC3)C2)cc1 (stereo not drawn)
  i	-0.53
C=CCn1c(O)c(C(CC)=Nc2ccc(N(CC)CC)cc2)c(=O)[nH]c1=O
  i	-0.09
CN[C@@H](C)[C@@H](O)c1ccccc1
  i	1.22
CCC(=NCCN1CCCCC1)c1c(O)n(C)c(=O)n(C)c1=O
  i	1.13
COc1ccc(N2C(=O)/C(=C/c3ccc(C)o3)C(=O)NC2=S)c(OC)c1
  i	-1.36
C/C(=N\N1CCCCCC1)c1c(O)n(-c2ccccc2)c(=O)[nH]c1=O
  i	-0.2
CC(Cc1ccccc1)[n+]1cc(/N=C(\[O-])N(C)C)on1 (stereo not drawn)
  i	-0.66
O=C(CCc1nnc2ccc(NCc3ccccc3)nn12)N1CCC2(CC1)OCCO2
  i	1
COc1ccccc1C1CC2CCC(C1OC(C)=O)N2Cc1ccccc1 (stereo not drawn)
  i	-0.49
CCOc1ccccc1N1C(=O)CC(=O)NC1=O
  i	1.23
Fc1cccc(F)c1-c1nc(-c2ccc(Cl)cc2)no1
  i	0.67
Cc1ccc2cccc(OC(=O)N(C)c3ccccc3)c2n1
  i	-2.79
CCN1CCN(C(=O)Cc2ccccc2OC)CC1
  i	0.27
O=c1[nH]c(O)c(/C=C2\C=Nc3ccc(OCc4ccccc4)cc32)c(=O)[nH]1
  i	0.07
Cc1ccc2[nH]c(C)c(CCNCc3ccco3)c2c1
  i	-1.99
CN1C2CCC1CC(OC(=O)c1ccc(Cl)cc1)C2 (stereo not drawn)
  i	0.11
Cc1ccc(C)c(Cn2c(C(=O)O)c(C=O)c3ccccc32)c1
  i	1.27
CN(C)C(Cc1ccccc1)C(=O)c1ccc(-c2ccccc2)cc1 (stereo not drawn)
  i	-0.92
COCCCN1CCN(c2nnc3n2-c2sc(Br)cc2C(c2ccccc2Cl)=NC3)CC1
  i	0.46
C=CCn1c(O)c(C(C)=NCc2ccco2)c(=O)[nH]c1=O
  i	0.43
Cc1ccccc1CN1CCCN(Cc2ccc(Cl)cc2)S1(=O)=O
  i	-0.16
CC(C(=O)c1c[nH]c2ccccc12)N1CCN(C(=O)c2ccco2)CC1 (stereo not drawn)
  i	1.57
CCN1CCN(Cc2nnnn2C(C)(C)C)CC1
  i	1.75
CC(=O)NN1C(=O)c2ccccc2NC1c1cccnc1 (stereo not drawn)
  i	0.41
N=C1c2ccccc2CN1NC(=O)c1ccc(F)cc1
  i	1.17
COc1ccc(-c2nn(CCC#N)cc2C(=O)Nc2ccccc2Br)cc1[N+](=O)[O-]
  i	1.8
COc1ccc(CCC(=O)NCCc2cnc[nH]2)cc1
  i	-1.26
Cc1ccc(C2(O)CCN3CCCCC32)cc1 (stereo not drawn)
  i	-3.25
CCCCCCC(=O)N/N=C/c1c(O)n(C2CC2)c(=S)[nH]c1=O
  i	-2.14
Cc1nn(Cc2ccccc2Cl)c(Cl)c1C(=O)OCC(=O)NCc1ccco1
  i	-0.7
COc1ccccc1CN1CCCC(C(=O)c2ccccc2SC)C1 (stereo not drawn)
  i	-0.04
CC1(C)Cc2c(C#N)c(N3CCNCC3)nc(-c3ccco3)c2CS1
  i	-3.44
Cc1cc(O)c(CN2CC=C(c3ccccc3)CC2)cc1C(C)C
  i	1.29
COc1ccc(-n2nc(C(=O)NCC(=O)N3CCC4(CC3)OCCO4)c3ccccc3c2=O)cc1Cl
  i	-0.08
O=C(c1ccccc1F)c1cn(Cc2ccc(F)cc2)c2ccccc12
  i	0.62
Cc1ccc(-n2c(O)c(C=Nc3ccc(S(N)(=O)=O)cc3)c(=O)[nH]c2=O)cc1
  i	0.84
COc1ccc(C(=O)Oc2cccc3cccnc23)cc1S(=O)(=O)N1CCOCC1
  i	0.8
CCC(Oc1cc(Cl)ccc1Cl)C(=O)N1CCC2(CC1)OCCO2 (stereo not drawn)
  i	-0.02
O=C(Nc1ccccc1)c1cccn(Cc2ccccc2)c1=O
  i	0.7
O=C(O)c1cccc2nc3ccccc3nc12
  i	0.02
COc1cccc(N2C(=O)NC(=O)/C(=C\c3cn(C)c4ccccc34)C2=O)c1
  i	0.09
CCCCn1c(=O)c(C(=O)Nc2cnccn2)c(O)c2ccccc21
  i	0.03
COc1ccccc1N1CCN(CCc2ccccc2)CC1
  i	2.05
OC(CNC1CCCCC1)C(F)(F)F (stereo not drawn)
  i	-0.08
CCn1c(NN=O)nc2ccccc21
  i	1.07
CC(Cc1ccccc1)[n+]1cc(/N=C(\[O-])Nc2ccccc2)on1 (stereo not drawn)
  i	-0.57

# (listing goes on)
# Screens in order – KCNQ2 inh	Kir21 block
CC(C)(C)NC(=O)Cn1cc(C(=O)c2ccccc2F)c2ccccc21
  i	1.55
Cc1cc(OCC(=O)O)c2c3c(c(=O)oc2c1)CCCC3
  i	-0.28
CC(=O)c1ccc(OC(C)C)c(Cc2c(O)[nH]c(=S)[nH]c2=O)c1
  i	-0.65
Cn1c(O)c(C(=N)COc2cccc(Cl)c2)c(=O)n(C)c1=O
  i	2.09
Cc1cccc(-n2c(-c3cccs3)nc3ccccc3c2=O)c1
  i	-0.3
CN(C)c1ccc(C=C2C(=O)NC(=S)NC2=O)cc1[N+](=O)[O-]
  i	1.87
CCCc1nc2ccccc2c(=O)n1-c1ccc(OC)cc1
  i	3.74
CC(Cc1ccccc1)NC=O (stereo not drawn)
  i	0.41
CCOC(=O)C1(c2ccccc2)CCN(CCC(=O)Nc2ccccc2OC)CC1
  i	-0.76
COC(=O)C1=C(c2ccc(S(C)(=O)=O)cc2)C[C@@H]2CC[C@H]1N2C(=O)NCc1ccc(F)cc1
  i	0.04
CCCCCCn1c(O)c(C=NCCN2CCCCC2)c(=O)[nH]c1=O
  i	2.66
Cc1ccc(S(=O)(=O)N2CC3CC(C2)c2cccc(=O)n2C3)cc1 (stereo not drawn)
  i	-0.38
COc1ccc(C2SCC(=O)Nc3c2c(=O)[nH]n3C2CCCCC2)cc1 (stereo not drawn)
  i	0.05
CCCCC(=O)N/N=C/c1c(O)n(-c2cccc3ccccc23)c(=O)[nH]c1=O
  i	-0.19
CCC(=NCCN1CCOCC1)c1c(O)n(-c2ccccc2C)c(=O)[nH]c1=O
  i	1.12
C=CCn1c(C)c(C=C2C(=O)NC(=O)NC2=O)c2ccccc21
  i	-0.62
CN1C(=O)NC(=O)/C(=C\C=C\c2ccccc2[N+](=O)[O-])C1=O
  i	0.13
CN1CC(C#N)C2(O)c3ccccc3CCC2C1 (stereo not drawn)
  i	-1
CN(C)CCCN=Cc1c(O)n(Cc2ccco2)c(=O)[nH]c1=O
  i	-1.1
Nc1ccncc1Cl
  i	-0.13
COP(=O)(OC)/C(C=O)=N/Nc1ccc([N+](=O)[O-])cc1
  i	1.24
Cc1cccn2c(=O)c3c(nc12)N1CCCCCC1C1(C3)C(=O)N(C)C(=O)N(C)C1=O (stereo not drawn)
  i	0.31
CCCCNC(=O)CN1C(=O)CN=C(c2ccccc2)c2ccccc21
  i	0.34
COc1ccc2ccccc2c1CNCCc1ccccc1
  i	-8.95*
c1coc(CNCCc2c[nH]c3ccccc23)c1
  i	-1.46
CC(Cc1ccccc1)NC(=O)c1ccc(N)cc1 (stereo not drawn)
  i	0.74
COC(=O)[C@@H]1C[C@H]1[C@@H](NP(=O)(c1ccccc1)c1ccccc1)c1ccccc1
  i	1.88
CCC1C(C#N)=C(N)Oc2c1c(=O)oc1ccccc21 (stereo not drawn)
  i	1.02
Cc1ccnc(-n2c(C)cc(/C=C3\C(=O)NC(=S)N(C)C3=O)c2C)c1
  i	0.23
CCc1ccc(CN2CCN(Cc3ccc(SC)cc3)CC2)cc1
  i	-7.15*
Cc1ccc(/C=C2/C(=O)NC(=O)N(CC3CCCO3)C2=O)s1 (stereo not drawn)
  i	1.69
Cc1ccc(-n2c(C)cc(/C=C3/C(=O)NC(=O)N(C)C3=O)c2C)cc1
  i	-0.07
Cn1c(O)c(C(c2ccccn2)c2c(O)n(C)c(=S)[nH]c2=O)c(=O)[nH]c1=S
  i	-0.02
COc1ccc(CC(C)NCCC(c2ccccc2)c2ccccc2)cc1 (stereo not drawn)
  i	-3.12
CCCC(C)C1(CC)C(=O)NC(=Nc2ccccc2)NC1=O (stereo not drawn)
  i	-0.4
CCN1CCN(c2ccc([N+](=O)[O-])cc2C=C2C(=O)NC(=O)NC2=O)CC1
  i	0.7
Cc1ccc2c(c1)=NC(=O)/C(=C/c1c(O)[nH]c(=O)[nH]c1=O)C=2
  i	-0.7
Cc1cc(C(=O)N=Nc2c(O)n(C)c3ccccc23)c(C)o1
  i	-0.46
O=C1NC(=O)N(c2ccccc2)C(=O)/C1=C/c1ccc2c(c1)Cc1ccccc1-2
  i	-1.46
Cc1sc2c(c1C)C(c1ccc(C(C)(C)C)cc1)=NCC(=O)N2CC(=O)Nc1nccs1
  i	-0.06
CC1CCC(N2CCN(C(=O)COc3ccccc3)CC2)CC1 (stereo not drawn)
  i	-1.75
COc1ccc(-n2c(=O)[nH]c3ccccc3c2=O)c(OC)c1
  i	-0.71
Nc1c(C(=O)NCC2CCCO2)c2nc3ccccc3nc2n1Cc1ccco1 (stereo not drawn)
  i	-0.15
O=C(CNS(=O)(=O)c1cccs1)N1CCC2(CC1)OCCO2
  i	-0.18
CN(C)C(=O)NC(O)C(Cl)(Cl)Cl (stereo not drawn)
  i	-1.73
C=CCn1c(O)c(/C=C/C=Nc2ccccc2)c(=O)[nH]c1=O
  i	-0.58
Cc1cc(C=C2C(=O)N(C)C(=S)N(C)C2=O)c(C)n1C1CCCCC1
  i	-0.34
CCC(C)NC(=O)c1c(N)n(CCCOC)c2nc3ccccc3nc12 (stereo not drawn)
  i	2.54
CC1=C(C(=O)O)N2C(=O)[C@@H](NC(=O)CCCC(=O)O)[C@H]2SC1
  i	0.09
Cc1nn(C)cc1/C=C1/CC2C3CC=C4CC(O)CCC4(C)C3CCC2(C)C1=O (stereo not drawn)
  i	0.78
COc1ccc(OC)c(NP(=O)(Oc2ccc(Cl)cc2)Oc2ccc(Cl)cc2)c1
  -6.14*	-0.14
O=c1c2ccccc2nc(/C=C/c2ccccc2O)n1-c1ccccc1O
  i	0.69
CCCC/C(C)=C/[C@@H](NP(=O)(c1ccccc1)c1ccccc1)c1ccccc1
  i	-0.54
CC1(C)CSC(=NCc2ccccc2)N1
  i	0.11
CCCC[N+]1(C)C2CC(OC(=O)C(CO)c3ccccc3)CC1C1OC12 (stereo not drawn)
  i	0.26
O=C(c1cc(S(=O)(=O)N2CCC3(CC2)OCCO3)ccc1F)N1CCC2(CC1)OCCO2
  i	0.13
CC(C)(C)C(=O)c1cn(CC(=O)NCc2ccco2)c2ccccc12
  i	0.4
COc1cc(CN=C(C)c2c(O)n(C3CCCCC3)c(=O)[nH]c2=O)cc(OC)c1
  i	-0.25
O=c1[nH]c(=O)n(CCC2=CCCCC2)c(O)c1C=NCc1cccnc1
  i	-0.26
O=C(N/N=C1/CN2CCC1CC2)c1cc2ccccc2cc1O
  i	0.74
N[C@@H](Cc1c[nH]c2ccccc12)c1nnc(SCc2ccc(F)cc2)o1
  i	-2.49

# 4 of the compounds above, with bars between the fields:
Structure | KCNQ2 inh | Kir21 block
O=C(N/N=C1/CN2CCC1CC2)c1cc2ccccc2cc1O | i | 0.74
CC1=C(C(=O)O)N2C(=O)[C@@H](NC(=O)CCCC(=O)O)[C@H]2SC1 | i | 0.09
COc1cc(CN=C(C)c2c(O)n(C3CCCCC3)c(=O)[nH]c2=O)cc(OC)c1 | i | -0.25
CC1(C)CSC(=NCc2ccccc2)N1 | i | 0.11

# Reformatted: results already given
> CC(C)(C)C(=O)c1cn(CC(=O)NCc2ccco2)c2ccccc12
  KCNQ2 inh: i; Kir21 block: 0.4

> COc1cc(CN=C(C)c2c(O)n(C3CCCCC3)c(=O)[nH]c2=O)cc(OC)c1
  KCNQ2 inh: i; Kir21 block: -0.25

# Compound activity (PubChem BioAssay)

# Not all compounds are listed (hit frequency here may not be typical).
